ALOX12 inh: Primary qHTS assay for inhibitors of human arachidonate 12S-lipoxygenase (ALOX12): Round 2; Polyunsaturated fatty acid lipoxygenase ALOX12 (Homo sapiens), P18054; purified 12hLO, xylenol orange hydroperoxide absorbance; Potency, µM (titrated, usually from 108 µM), inactives show top-dose activity change, negative = inhibition, hits mostly inhibitors; hit rate 1.1% among 580,000; AID 1671190, 2021; further: potency means the concentration at half of the fitted maximal effect; on the % scale 0 is the no-effect control and ±100 the full control effect
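Purified human 12hLO at 150 nM in 25 mM Hepes, 0.01% Triton X-100, pH 7.0, preincubated 15 min at room temperature with compound. Reaction started with 40 uM arachidonic acid, 30 min at room temperature. Hydroperoxide measured by Fe-xylenol orange, 573/405 nm absorbance ratio.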
ERG-DNA inh: qHTS for Small Molecule Inhibitors of the ERG Ets/DNA interaction | Transcriptional regulator ERG (Homo sapiens), P11308 | fluorescence polarization, His-ERG Ets domain / labelled DNA | Potency, µM (doses to about 76.9 µM), for inactives: at the highest dose FP activity, negative = inhibition, most hits filed as inhibitors | hit rate 0.028% among 370,000 | AID 624246, 2012; active means well fitted inhibition curve with a large enough effect in the polarisation, with a control signal flat; inconclusive means small, poorly fitted or top-dose-only effect, or effect the other way, or a change in a side signal; inactive means no such curve, though single readings can be large or run the other way; the % refers to the polarisation;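 further: polarization taken with two DNA probes labelled with fluorescein and Texas red; potency means the concentration at half of the fitted maximal effect; % of control where 0% means no effect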
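His-tagged ERG Ets domain (1 uM in the protein solution; 300mM KCl, 50mM Tris-HCl, 1mM EDTA, 1mM DTT, pH 7.5) received compound, then a probe mix of 5 nM fluorescein-DNA and 100nM Texas-615-DNA. Fluorescence polarization was read for both dyes.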
HP1b chromo inh: HTS for Inhibitors of HP1-beta Chromodomain Interactions with Methylated Histone Tails. Chromobox protein homolog 1 (Homo sapiens), P83916. AlphaScreen HP1-beta / biotin-H3K9me3 peptide binding. Potency, µM (doses to about 114 µM), inactives show top-dose activity change, negative = inhibition, usual class: inhibitors. hit rate 0.56% among 390,000. AID 540317, 2011; further: potency means the concentration at half of the fitted maximal effect; nearly all actives have a fitted effect of over 70% in size; inactives centre near 23
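HP1-beta protein (50 nM final) preincubated 30 min at room temperature with biotinylated H3(1-18)K9me3 peptide (50 nM) in PBS pH 7.4, 0.01% Tween-20, then compound added for 30 min. AlphaScreen streptavidin donor/nickel chelate acceptor beads (10 ug/mL final), 30 min dark, luminescence read.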
GLS inhibitor: qHTS for Inhibitors of Glutaminase (GLS). GLS enzymatic activity, qHTS titration. Potency, µM (top dose mostly 45.5 µM), for inactives: top-dose activity change, negative = inhibition, hits mostly inhibitors. hit rate 0.21% among 410,000. AID 624170, 2012; further: potency means the concentration at half of the fitted maximal effect; on the % scale 0 is the no-effect control and ±100 the full control effect
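Enzyme dispensed in phosphate buffer (45 mM, pH 8.2, 0.02% Tween-20), compounds pinned in, then 1 mM L-glutamine solution and the glutamate oxidase–HRP–Amplex Red mix added; fluorescence read immediately and again after 30 min at room temperature.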
BAZ2B block: qHTS Assay for Inhibitors of BAZ2B; Potency, µM (highest dose often 114 µM), inactives show at the top dose activity change, negative = inhibition, hits mostly inhibitors; AlphaScreen BAZ2B-H3K14Ac peptide displacement; hit rate 4.4% among 360,000; further: potency means the concentration at half of the fitted maximal effect; on the % scale 0 is the no-effect control and ±100 the full control effect; nearly all actives have a fitted effect of over 60% in size
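BAZ2B (50 nM) with biotin-H3(5-23)K14Ac peptide (50 nM) in PBS pH 7.4, 0.01% Tween-20, preformed 30 min, then compound 30 min at room temperature; top concentration 110uM. AlphaScreen streptavidin donor/nickel chelate acceptor beads (10 ug/mL final), 20 min dark, signal read.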
RGS4 inh: Inhibitors of Regulator of G Protein Signaling (RGS) 4: qHTS; Potency, µM (doses to about 114 µM), for inactives: at the top dose activity change, negative = inhibition, hits mostly inhibitors; hit rate 0.039% among 390,000; Transcreener GDP fluorescence polarization, RGS4-accelerated GTP hydrolysis; AID 504845, 2011; further: potency means the concentration at half of the fitted maximal effect; on the % scale 0 is the no-effect control and ±100 the full control effect; nearly all actives have a fitted effect of over 75% in size; some results filed as inactive show a strong effect at the top dose
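MLSMR compounds (23 nl, pin-transferred) preincubated 10 min at room temperature with a 500nM (2x) first reagent, then RGS4 at 900nM (2x) plus Transcreener GDP mix added; fluorescence polarization (620/688 nm) read before and after 90 min at 30 °C.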
JMJD2A Tudor: qHTS Assay for Inhibitors of JMJD2A-Tudor Domain | Lysine-specific demethylase 4A (Homo sapiens), O75164 | AlphaScreen JMJD2A-Tudor / H3K4me3 peptide binding | Potency, µM (doses to about 114 µM), inactives show at the top dose activity change, negative = inhibition, usual class: inhibitors | hit rate 4.4% among 390,000 | AID 504339, 2011; further: potency means the concentration at half of the fitted maximal effect; on the % scale 0 is the no-effect control and ±100 the full control effect; nearly all actives have a fitted effect of over 50% in size
Target sequence (O75164 whole entry, looked up, the tested form may be a part): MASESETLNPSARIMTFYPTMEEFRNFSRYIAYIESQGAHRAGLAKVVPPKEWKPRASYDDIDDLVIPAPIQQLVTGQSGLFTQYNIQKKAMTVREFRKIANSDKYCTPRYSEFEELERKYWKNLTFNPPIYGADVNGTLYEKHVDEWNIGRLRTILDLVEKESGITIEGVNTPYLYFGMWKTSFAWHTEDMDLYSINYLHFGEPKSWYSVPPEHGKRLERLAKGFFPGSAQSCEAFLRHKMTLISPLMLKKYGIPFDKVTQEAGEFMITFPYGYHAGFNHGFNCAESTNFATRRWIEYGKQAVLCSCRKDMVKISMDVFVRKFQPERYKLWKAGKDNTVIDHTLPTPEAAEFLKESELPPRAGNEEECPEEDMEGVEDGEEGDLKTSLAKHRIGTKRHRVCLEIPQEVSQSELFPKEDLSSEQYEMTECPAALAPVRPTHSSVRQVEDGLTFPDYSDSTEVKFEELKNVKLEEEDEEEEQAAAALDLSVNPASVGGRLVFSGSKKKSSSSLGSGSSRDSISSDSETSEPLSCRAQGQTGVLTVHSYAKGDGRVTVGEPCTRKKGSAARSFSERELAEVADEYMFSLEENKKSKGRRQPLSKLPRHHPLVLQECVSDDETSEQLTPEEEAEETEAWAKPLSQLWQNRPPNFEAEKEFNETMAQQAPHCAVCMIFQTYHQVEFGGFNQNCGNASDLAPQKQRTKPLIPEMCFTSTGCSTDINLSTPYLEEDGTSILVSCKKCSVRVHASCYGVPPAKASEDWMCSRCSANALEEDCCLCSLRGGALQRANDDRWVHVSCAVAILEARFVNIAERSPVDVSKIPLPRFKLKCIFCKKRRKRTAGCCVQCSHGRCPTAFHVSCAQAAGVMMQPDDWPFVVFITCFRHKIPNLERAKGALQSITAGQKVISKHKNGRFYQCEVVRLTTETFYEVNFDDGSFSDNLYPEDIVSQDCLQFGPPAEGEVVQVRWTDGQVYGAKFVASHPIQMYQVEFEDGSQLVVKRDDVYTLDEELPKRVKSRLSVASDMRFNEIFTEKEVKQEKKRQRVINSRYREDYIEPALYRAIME
G9a inh: qHTS Assay for Inhibitors of Histone Lysine Methyltransferase G9a. Histone-lysine N-methyltransferase EHMT2 (Homo sapiens), Q96KQ7. G9a H3K9 monomethylation, AlphaScreen, 2 h. Potency, µM (highest dose often 102 µM), without a hit: at the highest dose activity, negative = inhibition, most hits filed as inhibitors. hit rate 8.8% among 350,000; further: potency means the concentration at half of the fitted maximal effect; on the % scale 0 is the no-effect control and ±100 the full control effect; nearly all actives have a fitted effect of over 75% in size
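AlphaScreen read-out: biotin-H3K9 peptide (500 nM) methylation by 20 nM enzyme with 20 uM SAM, 2 h at room temperature after 15 min compound preincubation; anti-monomethyl H3K9 antibody plus donor/acceptor beads, 10 min dark.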
PI4K2A inh: qHTS for small molecular inhibitors of PI4K2A; Phosphatidylinositol 4-kinase type 2-alpha (Homo sapiens), Q9BTU6; purified PI4K2A, ADP-Glo luminescence, 1 h; hits give low values; AID 1346378, 2018; activity change, negative = inhibition, % at 76.9 µM; hit rate 0.13% among 420,000; in the data active means activity change below about -50%; inconclusive means mostly about -30% to -49%;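 further: -100% = wells without enzyme as full effect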
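Compounds are screened against recombinant PI4K2A using PI as substrate and ATP, the latter dispensed at 300 microM. Reactions run one hour at ambient temperature before ADP-Glo detection; full inhibition defined by wells lacking enzyme.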
* hit, by the source's call; i = inactive; u = inconclusive; x = not tested or not shown; [ ] = remark or other dose. Unless noted, the call rests on the fitted dose curve; in most records, active means well fitted curve in the direction sought with a large enough effect; inconclusive means small, poorly fitted or top-dose-only effect, or another doubt; inactive means no such curve, though single readings can be large; an effect the other way counts as inactive or inconclusive.

Results follow in this order: ALOX12 inh, ERG-DNA inh, HP1b chromo inh, GLS inhibitor, BAZ2B block, RGS4 inh, JMJD2A Tudor, G9a inh, PI4K2A inh
- CCOC(=O)C(=O)Nc1cc(C(=O)OC)cc(C(=O)OC)c1
    -1%, 8%, 32%, 1%, -7%, -1%, -14%, u, 2
- CS(=O)(=O)Nc1cccc2cccnc12
    347%[activator], -7%, 55%[activator], 2%, x, -17%, 1%, -6%[59 µM], -2
- Cc1cccc(NCc2cccc3ccccc23)n1
    -7%, -2%, 3%, -7%, -34%, 28%, -22%, -10%, 1
- CCCC1(C(=O)OC)NC(c2cc(OC)c(OC)c(OC)c2)C2C(=O)N(CC)C(=O)C21 (stereo not drawn)
    -25%, 2%, 47%[activator], -20%, 0%, 0%, 4%, 21%[59 µM], -5
- COC(=O)c1ccc(OCC2c3cc(OC)c(OC)cc3CCN2C(=O)c2ccco2)cc1 (stereo not drawn)
    4%, -6%, -15%, -9%, u, -18%, u, 50µM*, -5
- CC(Oc1ccccc1F)C(=O)NNC(=O)c1ccc(F)c(S(=O)(=O)N2CCOCC2)c1 (stereo not drawn)
    i, 6%, 18%, 21%, -3%, 22%, -6%, -8%[0.501 µM], -2
- COc1ccc(-c2noc(-c3cc(C)cc(C)c3)n2)cc1OC
    2%, 5%, 29%, 0%, 4%, -10%, -17%, 20%, -4
- Fc1ccc2cnc(C3=CCCCC3)cc2c1
    0%, -11%, 138%[activator], -1%, x, -2%, 65%[activator], x, -5
- CCOc1ccccc1C(=O)N1CCCCC1C (stereo not drawn)
    -1%, -13%, 31%, -4%, -9%, -17%, -8%, 4%[59 µM], 6
- O=C(Cc1ccccc1F)Nc1nc(-c2cccs2)cs1
    -16%, 7%, 24%, 5%, 1%, -6%, -14%, -27%[12.7 µM], 1
- CCN(CC)CC(=O)Nc1nc(-c2ccc(Cl)cc2)cs1
    -6%, 3%, 29%, 17%, -4%, -39%, -15%, 2%, -6
- CC1CCC(NC(=O)c2ccc3c(c2)N(Cc2ccccc2)C(=O)c2ccccc2S3=O)CC1 (stereo not drawn)
    -27%, -3%, 23%, -7%, u, -9%, -8%, 14%[59 µM], 0
- CCCOc1ccc(Cn2ccnc2)cc1[N+](=O)[O-]
    10%, 7%, 15%, -1%, -23%, -20%, -23%, 11%[59 µM], 6
- Cc1noc(C)c1NC(=O)N(C)C[C@H]1Oc2c(NC(=O)C3CCCCC3)cccc2C(=O)N([C@H](C)CO)C[C@@H]1C
    -4%, 5%, 22%, -3%, x, -8%, -18%, x, -5
- COc1ccc(NC(=O)COC(=O)CCCC2=NS(=O)(=O)c3ccccc3N2)cc1Cl
    4%, 1%, 55%[activator], -10%, -4%, 1%[56.9 µM], -27%, 5%, 5
- Cc1ccnc(NC(=O)c2oc3ccccc3c2C)c1
    -3%, 6%, 15%, 9%, 1%, -21%, 7%, 3%, -7
- Cc1cccc(-c2nc(N)nc(N)n2)c1
    466%[activator], 0%, 16%, 20%, 3%, 3%, 9%, 10%, 0
- Cc1cc(OCC(O)CNC(C)c2ccccc2)ccc1C(C)C (stereo not drawn)
    u, 1%, 60%[activator], -9%, 6%, -16%, -28%, x, -3
- O=C(c1ccccc1)N1CCn2c1nc1ccccc12
    1%, -5%, 5%, -9%, 5%, -15%, 56µM*, -7%[0.501 µM], 0
- C=C1C(=O)OC2C1C(OC(=O)C(C)=CC)CC(=C)C1C(O)C3OC3(C)C21O (stereo not drawn)
    13%, 11%, 37%, 0%, x, -53%, -14%, x, -1
- CC1(/[N+]([O-])=C/c2ccccc2F)CCCCC1=O (stereo not drawn)
    -10%, -1%, 18%, 15%, 4%, -8%, 3%, -18%, -1
- O=C(O)c1cccc(N/N=C/c2ccc(F)c(F)c2)c1
    u, 9%, 39%[activator], u, 6%, -9%, -18%, 7.9µM*, 9
- Clc1ccccc1-c1nn2c(COc3ccccc3)nnc2s1
    -1%, -11%, -16%, 4%, 20%, -45%, -3%, u, 2
- O=C(NCSC1=NCCS1)c1ccccc1
    8%, 10%, 38%, 3%, 12%, -19%, 1%, 4%[59 µM], -4
- COc1cc(C(=O)OCCN2CCCCC2)ccc1O
    374%[activator], 0%, 2%, 33%[activator], 0%, -2%, -22%, 13%[59 µM], 0
- Cc1ccc(CNC(=O)c2cnc(-c3ccccn3)nc2C(F)(F)F)cc1
    -27%, -2%, 24%, 15%, 5%, -8%, -18%, u, -9
- Nc1ccccc1SCC(=O)N1CCc2ccccc21
    -23%, -1%, 5%, 11%, -3%, 30%, -15%, 10%[12.7 µM], -9
- Cn1nnc(NC(=O)/C=C/c2ccco2)n1
    u, 5%, 25%, 6%, -9%, 1%, 0%, u, 2
- N#Cc1c(-c2ccc3c(c2)OCO3)ccn2nc(-c3cccc(C(F)(F)F)c3)nc12
    u, -3%, 35%, -6%, 7%, 5%, 1%, 13%, 6
- CCN(C[C@H]1N[C@@](C)(C(=O)OC)[C@H]2C(=O)N(Cc3ccccc3)C(=O)[C@@H]12)C(=O)C1CCCCC1
    -20%, -1%, 31%, 3%, x, -8%, u, x, -5

Remaining list, next part:
Results follow in this order: ALOX12 inh, ERG-DNA inh, HP1b chromo inh, GLS inhibitor, BAZ2B block, RGS4 inh, JMJD2A Tudor, G9a inh, PI4K2A inh
- CCNC(=O)c1oc2c(c1C)C(=O)CC(C)(C)C2
    -12%, 6%, 20%, -6%, 12%, -21%, -16%, 19%[59 µM], 1
- COc1ccc(OC)c(NC(=O)C2=C(C)NC(=O)NC2c2cccs2)c1 (stereo not drawn)
    0%, 5%, 30%, 25%, -11%, -25%, -7%, 1%, 2
- Cc1ccc(S(=O)(=O)Nc2ccccc2N2CCCCC2)cc1
    15%, -1%, 101%[activator], 6%, x, 17%, 75%[activator], x, 3
- Cc1cc([N+](=O)[O-])c(N2CCC[C@@H]2C(=O)O)c([N+](=O)[O-])c1
    0%, 4%, 23%, 17%, 2%, -4%, u, 10%[59 µM], -1
- Cc1ccc(NC(=O)c2cc(-n3cnnc3)ccc2Cl)cc1
    -19%, -2%, 20%, -1%, 8%, -3%, -16%, -3%[59 µM], 6
- COC(=O)CN1C(=O)c2cccc3cccc1c23
    4%, -1%, 63%[activator], 13%, 4%, 6%, 10%, x, 0
- COc1ccc(NC(=O)CCCn2nc(C)c3sc4ccccc4c3c2=O)cc1
    -13%, 3%, 39%[activator], -2%, -1%, -16%, -3%, -44%[59 µM], 2
- O=C(Cn1nc(Cc2cccnc2)c2ccccc2c1=O)NCCCN1CCCC1=O
    381%[activator], 11%, 42%, 5%, -4%, -6%, -4%, 4%, -4
- O=C(Nc1ccc2c(c1)N(C1CCCC1)C(=O)c1ccccc1S2)c1ccc(F)cc1
    -42%, -10%, -8%, -2%, -5%, -3%, -25%, 2%[59 µM], 3
- Cn1c(=N)n(CC(O)c2ccco2)c2ccccc21 (stereo not drawn)
    19%, -9%, 20%, -4%, 4%, -27%, 9%, 2%[59 µM], -5
- O=C(Nc1nccs1)C1CCCN(S(=O)(=O)c2cccc3cccnc23)C1 (stereo not drawn)
    416%[activator], 4%, 58%[activator], 0%, 3%, -4%, -6%, 8%, -4
- Cc1ccc(NS(=O)(=O)c2ccc(-c3cc(C)no3)cc2)c(Br)c1
    u, 1%, 46%, 3%, -1%, 20%, 9%, u, -2
- O=C(OCC(=O)c1ccc[nH]1)c1ccc2ccccc2n1
    -14%, -8%, 29%, -12%, x, -4%, u, -23%, 6

One compound at a time (already shown). Values in the order: ALOX12 inh, ERG-DNA inh, HP1b chromo inh, GLS inhibitor, BAZ2B block, RGS4 inh, JMJD2A Tudor, G9a inh, PI4K2A inh
COc1ccc(OC)c(NC(=O)C2=C(C)NC(=O)NC2c2cccs2)c1 (stereo not drawn) across the screens: 0%, 5%, 30%, 25%, -11%, -25%, -7%, 1%, 2
O=C(OCC(=O)c1ccc[nH]1)c1ccc2ccccc2n1 across the screens: -14%, -8%, 29%, -12%, x, -4%, u, -23%, 6

Part of the list above in order of SMILES length, descending:
Results follow in this order: ALOX12 inh, ERG-DNA inh, HP1b chromo inh, GLS inhibitor, BAZ2B block, RGS4 inh, JMJD2A Tudor, G9a inh, PI4K2A inh
- Cc1cc([N+](=O)[O-])c(N2CCC[C@@H]2C(=O)O)c([N+](=O)[O-])c1
    0%, 4%, 23%, 17%, 2%, -4%, u, 10%[59 µM], -1
- O=C(Nc1ccc2c(c1)N(C1CCCC1)C(=O)c1ccccc1S2)c1ccc(F)cc1
    -42%, -10%, -8%, -2%, -5%, -3%, -25%, 2%[59 µM], 3
- Cc1ccc(NC(=O)c2cc(-n3cnnc3)ccc2Cl)cc1
    -19%, -2%, 20%, -1%, 8%, -3%, -16%, -3%[59 µM], 6

A portion of the library; the hit share may differ from the screen's.
